Pol beta inh – inhibitors of human DNA polymerase beta; Pol beta primer extension/strand displacement, fluorescence kinetic; P06746; Potency, µM (highest dose often 114 µM), for the others: at the highest dose activity change, negative = inhibition, usual class: inhibitors; hit rate 1.3% among 340,000; further: potency means the concentration at half of the fitted maximal effect; on the % scale 0 is the no-effect control and ±100 the full control effect
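Values derive from four-parameter Hill fits of normalized kinetic data: reads at 0 and 10 min following addition of 50 nM substrate to 10 nM Pol beta preincubated 15 min with compound.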
BLM inh – blocks DNA unwinding by human BLM helicase. hit rate 0.2% among 350,000. Potency, µM (titrated, usually from 56.1 µM), without a hit: at the highest dose activity change, negative = inhibition, usual class: inhibitors. P54132. AID 2528. recombinant BLM DNA unwinding, fluorescence dequenching;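 further: potency means the concentration at half of the fitted maximal effect; plate controls were vehicle for no effect and no enzyme for full effect; nearly all actives have a fitted effect of over 35% in size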
Pol eta inh – inhibitors of human DNA polymerase eta | AID 588591 | hit rate 1.2% among 390,000 | recombinant Pol eta, fluorescent DNA replication assay | Q9Y253 | Potency, µM (titrated, usually from 114 µM), for inactives: at the top dose activity change, negative = inhibition, hits mostly inhibitors; further: potency means the concentration at half of the fitted maximal effect; on the % scale 0 is the no-effect control and ±100 the full control effect
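Fluorescent replication assay: 50 nM final substrate added after a 15 min room-temperature compound preincubation with 10 nM enzyme. Signal taken at 0 min and again at 10 min.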
RXFP1 antag – RXFP1 (human) relaxin receptor antagonism; Q9HBX9; HEK293-RXFP1, relaxin-stimulated cAMP HTRF, 30 min; stronger effect = lower value; activity change, negative = inhibition, % at 57.5 µM; hit rate 0.59% among 350,000;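 active means activity change of -60% or lower, but not beyond a set lower limit; inconclusive means change between -60% and -40%, or beyond the set limit; inactive means change above -40%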; further: on the % scale 0 is the no-effect control and ±100 the full control effect
POLK inh – blocks human DNA polymerase kappa activity | purified Pol kappa, fluorescent DNA synthesis assay, 10 min | Potency, µM (doses to about 107 µM), for the others: top-dose activity, negative = inhibition, most hits filed as inhibitors | hit rate 0.53% among 400,000 | Q9UBT6; further: potency means the concentration at half of the fitted maximal effect; on the % scale 0 is the no-effect control and ±100 the full control effect
Target sequence (Q9UBT6 whole entry, looked up): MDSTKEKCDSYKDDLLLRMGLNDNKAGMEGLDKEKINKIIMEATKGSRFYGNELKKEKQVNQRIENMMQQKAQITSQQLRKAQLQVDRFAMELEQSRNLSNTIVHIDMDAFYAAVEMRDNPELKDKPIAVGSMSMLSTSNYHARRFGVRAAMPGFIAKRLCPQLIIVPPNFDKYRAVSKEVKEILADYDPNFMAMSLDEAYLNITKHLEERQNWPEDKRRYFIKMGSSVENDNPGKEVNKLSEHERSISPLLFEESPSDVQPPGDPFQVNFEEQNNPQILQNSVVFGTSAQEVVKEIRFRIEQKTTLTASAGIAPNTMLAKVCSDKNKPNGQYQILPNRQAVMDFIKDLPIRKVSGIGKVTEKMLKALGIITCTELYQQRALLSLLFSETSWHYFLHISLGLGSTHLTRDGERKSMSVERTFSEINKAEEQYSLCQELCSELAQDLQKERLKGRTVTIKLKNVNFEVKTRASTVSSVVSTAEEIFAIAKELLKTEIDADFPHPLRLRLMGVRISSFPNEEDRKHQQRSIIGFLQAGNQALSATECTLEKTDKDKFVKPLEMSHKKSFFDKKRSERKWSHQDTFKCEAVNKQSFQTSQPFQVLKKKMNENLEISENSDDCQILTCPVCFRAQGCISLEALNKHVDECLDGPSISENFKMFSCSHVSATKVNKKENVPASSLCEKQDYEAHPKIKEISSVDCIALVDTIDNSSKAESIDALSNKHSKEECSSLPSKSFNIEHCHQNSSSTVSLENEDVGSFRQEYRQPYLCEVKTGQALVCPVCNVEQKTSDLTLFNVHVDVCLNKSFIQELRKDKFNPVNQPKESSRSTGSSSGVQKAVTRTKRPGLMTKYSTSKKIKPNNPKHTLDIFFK
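Readout: fluorescence, taken kinetically at 0 and 10 min. Conditions: 10 nM Pol kappa, 15 min RT compound preincubation, 50 nM substrate final. Controls: enzyme-free buffer wells.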
APE1 inh – APE1 (human) endonuclease inhibition. P27695. AID 2517. recombinant APE1, TAMRA/BHQ-2 abasic DNA cleavage fluorescence. hit rate 0.35% among 350,000. Potency, µM (titrated, usually from 65.8 µM), for the others: at the highest dose activity change, negative = inhibition, usual class: inhibitors;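 further: potency means the concentration at half of the fitted maximal effect; plate controls were vehicle for no effect and reference inhibitor for full effect; nearly all actives have a fitted effect of over 55% in size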
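Incision of a quenched TAMRA/BHQ-2 THF abasic-site duplex (50 nM) by 0.75 nM APE1, after 15 min compound preincubation, measured as fluorescence increase over three 60 s reads. Values normalized to buffer, DMSO and NSC13755 control wells.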
Pol iota inh – blocks human DNA polymerase iota activity | Pol iota fluorescent replication assay, 10 min | Potency, µM (highest dose often 115 µM), inactives show at the top dose activity, negative = inhibition, actives largely listed as inhibitors | hit rate 1% among 390,000 | AID 588590; further: potency means the concentration at half of the fitted maximal effect
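Pol iota at 10 nM preincubated 15 min with compounds at room temperature; reaction started with fluorescent substrate, 50 nM final. Fluorescence read kinetically at 0 and 10 min; buffer-only wells as negative control.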
PGK inhibitor – T. brucei PGK inhibition | P07378 | PGK/GAPDH coupled, Kinase-Glo luminescence, 60 min | Potency, µM (top dose mostly 57.5 µM), for the others: at the highest dose activity change, negative = inhibition, hits mostly inhibitors | hit rate 0.043% among 380,000 | AID 602233; further: potency means the concentration at half of the fitted maximal effect; on the % scale 0 is the no-effect control and ±100 the full control effect; nearly all actives have a fitted effect of over 60% in size
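Luminescent ATP detection (Kinase-Glo Plus) follows a 60-minute room-temperature incubation, with wells lacking PGK as controls. Buffer: 100 mM TEA (pH 7.6), 5 mM MgCl2, 0.01% Tween-20. Coupling enzyme GAPDH (100 nM final) supplies unstable 1,3-BPG in-well.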
Anesthetic bind – binds horse apoferritin like a general anesthetic; apoferritin/1-aminoanthracene competitive binding, fluorescence; Potency, µM (doses to about 77.5 µM), for the others: top-dose activity change, negative = displacement, actives largely listed as inhibitors; hit rate 0.074% among 350,000; AID 485281; P02791; further: potency means the concentration at half of the fitted maximal effect; on the % scale 0 is the no-effect control and ±100 the full control effect; nearly all actives have a fitted effect of over 20% in size
Target sequence (P02791 2-175 limits assumed): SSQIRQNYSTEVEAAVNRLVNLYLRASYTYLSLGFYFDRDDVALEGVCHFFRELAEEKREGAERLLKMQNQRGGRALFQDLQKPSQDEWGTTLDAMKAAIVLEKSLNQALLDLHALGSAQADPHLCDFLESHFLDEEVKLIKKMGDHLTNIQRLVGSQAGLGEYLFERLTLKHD
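Concentration-response curves derived by four-parameter Hill fitting of normalized fluorescence, where compounds displaced 1-AMA from 10 uM horse apoferritin following a brief 10 min room-temperature incubation; propofol titration acted as positive control.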
Numbers without * were called inactive; i = inactive; ? = inconclusive; · = no result given; [ ] = another dose, or the depositor's remark. Unless noted, the call rests on the fitted dose curve; in most records, active means well fitted curve in the direction sought with a large enough effect; inconclusive means small, poorly fitted or top-dose-only effect, or another doubt; inactive means no such curve, though single readings can be large; an effect the other way counts as inactive or inconclusive. The list is partial; count on the stated rates, not on these rows.

SMILES	Pol beta inh	BLM inh	Pol eta inh	RXFP1 antag	POLK inh	APE1 inh	Pol iota inh	PGK inhibitor	Anesthetic bind
O=C(NCCOC(=O)c1ccncc1)c1ccccc1	-21%	0%	-2%	-1	-12%	-6%	-1%	-2%	-3%
CS/C(=C\[N+](=O)[O-])Nc1ccc(OC(F)(F)F)cc1	15%	-5%	-18%	-8	3%[60.1 µM]	17%	13%	-11%	-24%
COCCOC(=O)C1=C(C)Nc2nc(C)nn2C1c1ccccc1 (stereo not given)	5%	1%	2%	13	-11%	-4%	8%	0%	-5%
Cc1ccccc1OCCOc1ccc([N+](=O)[O-])cc1/C=N/n1cnnc1	2%	2%	-23%	-8	-5%	10%	56%[activator]	-3%	-5%
C=CC1C(N2CCOCC2)C(C)(C)S1(=O)=O (stereo not given)	21%	-3%	-14%	-1	-7%	?	-2%	11%	-6%
CC(=O)[C@H]1[C@@H]2C(=O)N(c3cccc(Cl)c3)C(=O)[C@@H]2[C@H]2c3ccccc3C=CN21	25%	-21%	?	-4	-30%	?	?	2%	-3%
CC(C(=O)O)C1SC(=O)NC1=O (stereo not given)	1%	-5%	-12%	6	-2%	-1%	2%	-4%	0%
Cc1ccc(OCCNC(=O)c2cncc(Br)c2)cc1C	35%	-2%	5%	-11	0%	17%	1%	15%	?
O=C1c2ccccc2C(O)N1c1ccc(Cl)cc1 (stereo not given)	19%	-4%	-25%	-4	4%	-1%	-8%	5%	-21%
COc1ccc(CC(=O)N2CCN(c3cccc(Cl)c3)CC2)cc1OC	0%	-6%	-8%	-10	3%	16%	-2%	-10%	-16%
O=C(Cc1ccccc1C(=O)O)Nc1cccc2ccccc12	6%	-2%	5%	-3	-6%	65%[activator]	41%[activator]	-2%	7%
O[C@@H](CNC[C@H](O)c1ccccc1)c1ccccc1	13%	-3%	?	-4	-5%	17%	6%	0%	3%
Cc1nn(-c2ccccc2)c(C)c1/C=N/NC(=O)c1cc(C2CC2)[nH]n1	-13%	3%	-3%	-7	5%	-5%	12%	-7%	6%
N#CC1=C(N)N(c2ccc(Br)cc2)C2=C(C(=O)CCC2)C1c1cccnc1 (stereo not given)	-14%	2%	-7%	-31	-14%	3%	?	i	-2%
CN(Cc1ccccc1)C(NC(=O)c1ccccc1)C(Cl)(Cl)Cl (stereo not given)	-1%	1%	-19%	-18	-6%	1%	-2%	i	?
O=C(Nc1ccccc1)c1nn(-c2cccc(C(F)(F)F)c2)ccc1=O	15%	-3%	-15%	0	-21%	1%	?	-1%	?
O=[N+]([O-])c1ccc(C=NNC(=S)Nc2ccc(F)cc2)cc1	·	·	-13%	-21	6%	·	17%	i	·
O=C(Cn1c(COc2ccccc2)nc2ccccc21)Nc1cc(Cl)ccc1Cl	57%	2%	-13%	-8	-4%	10%	8%	7%	1%
CC1=NN(c2ccccc2)C(=O)C1N=Nc1ccccc1 (stereo not given)	32%	1%	-27%	3	-11%	2%	57%[activator]	1%	-7%
CCCC1(C(=O)OC)NC(c2cc(OC)c(OC)c(OC)c2)C2C(=O)N(CC)C(=O)C21 (stereo not given)	1%	2%	7%	-10	-2%	-1%	20%	4%	-2%
CC(Sc1nncn1C)C(=O)NCc1ccc2c(c1)OCO2 (stereo not given)	1%	-7%	-20%	6	-5%	6%	26%	2%	-1%
Cn1c(N)c(C(=O)COC(=O)Cc2ccc(F)cc2)c(=O)n(C)c1=O	·	·	-9%	14	-12%	-22%	81%[activator]	-5%	·
C=CCC1(CC=C)CCCN1C(=O)c1cc(COc2cccc(OC)c2)on1	6%	-9%	-6%	3	0%	22%	17%	-9%	4%
C=CCNC(=O)c1cc(-c2cccnc2)nc2ccccc12	0%	1%	-9%	-9	0%	-15%	17%	i	0%
O=C(CC1OC(=O)c2ccccc21)NNC(=O)c1ccc(F)cc1 (stereo not given)	·	·	-10%	7	10%	8%	36%[activator]	-5%	·

6 compounds drawn at random from those above, as already listed:
SMILES	Pol beta inh	BLM inh	Pol eta inh	RXFP1 antag	POLK inh	APE1 inh	Pol iota inh	PGK inhibitor	Anesthetic bind
CC(C(=O)O)C1SC(=O)NC1=O (stereo not given)	1%	-5%	-12%	6	-2%	-1%	2%	-4%	0%
O[C@@H](CNC[C@H](O)c1ccccc1)c1ccccc1	13%	-3%	?	-4	-5%	17%	6%	0%	3%
CS/C(=C\[N+](=O)[O-])Nc1ccc(OC(F)(F)F)cc1	15%	-5%	-18%	-8	3%[60.1 µM]	17%	13%	-11%	-24%
O=C(Cc1ccccc1C(=O)O)Nc1cccc2ccccc12	6%	-2%	5%	-3	-6%	65%[activator]	41%[activator]	-2%	7%
COc1ccc(CC(=O)N2CCN(c3cccc(Cl)c3)CC2)cc1OC	0%	-6%	-8%	-10	3%	16%	-2%	-10%	-16%
C=CC1C(N2CCOCC2)C(C)(C)S1(=O)=O (stereo not given)	21%	-3%	-14%	-1	-7%	?	-2%	11%	-6%

An excerpt from above in order of count of non-hydrogen atoms, smallest number first:
SMILES	Pol beta inh	BLM inh	Pol eta inh	RXFP1 antag	POLK inh	APE1 inh	Pol iota inh	PGK inhibitor	Anesthetic bind
C=CC1C(N2CCOCC2)C(C)(C)S1(=O)=O (stereo not given)	21%	-3%	-14%	-1	-7%	?	-2%	11%	-6%
Cc1nn(-c2ccccc2)c(C)c1/C=N/NC(=O)c1cc(C2CC2)[nH]n1	-13%	3%	-3%	-7	5%	-5%	12%	-7%	6%
Cc1ccccc1OCCOc1ccc([N+](=O)[O-])cc1/C=N/n1cnnc1	2%	2%	-23%	-8	-5%	10%	56%[activator]	-3%	-5%

Additional records.
SMILES	Pol beta inh	BLM inh	Pol eta inh	RXFP1 antag	POLK inh	APE1 inh	Pol iota inh	PGK inhibitor	Anesthetic bind
O=C(NCc1ccc(F)cc1)c1ccc(Cl)c(NC2=NC3CS(=O)(=O)CC3S2)c1 (stereo not given)	-2%	0%	-8%	-6	13%	5%	25%	i	-17%
O=[N+]([O-])c1ccc(/C=N/Nc2nc(N3CCOCC3)nc(N3CCOCC3)n2)cc1	-19%	-2%	·	·	·	2%	·	·	-4%
O=C1NCCCc2c1no[n+]2[O-]	-7%	3%	7%	-2	9%	-7%	9%	·	5%
COc1ccc(N(CC(=O)N/N=C(\C)c2ccc(C)cc2)S(=O)(=O)c2ccccc2)cc1	21%	-2%	-14%	1	-5%	12%	52%[activator]	i	-6%
C/C(NCc1cccnc1)=C(\C#N)C(=O)NCc1ccccc1	12%	0%	-8%	2	-3%	-3%	9%	10%	?
Cc1cccc(C(=O)NC(=S)Nc2ccccc2C(F)(F)F)c1	0%	-13%	-17%	5	-5%	-1%	8%	-9%	?
CCCC(=O)Nc1ccc(S(=O)(=O)Nc2cc(OC)ncn2)cc1	-9%	0%	-12%	2	-5%	-15%	-3%	-8%	-2%
CC(NC(=O)c1ccc2c(c1)N(Cc1ccc(Cl)cc1)C(=O)CS2)c1ccccc1 (stereo not given)	5%	1%	-7%	·	-1%	·	-6%	-1%	-2%
Cc1nnc(NC(=O)c2cccc(S(=O)(=O)N3CC(c4ccccc4)CC3=O)c2)s1 (stereo not given)	3%	-1%	-8%	-9	-6%	-1%	-10%	1%	-15%
CC(C)(C)NC(=O)c1ccccc1-c1nc2ccccc2s1	4%	-5%	-19%	0	7%	3%	29%	-4%	-4%
CCc1ccccc1NC(=O)C(C)n1nc([N+](=O)[O-])c(Br)c1C (stereo not given)	32%	-2%	4%	-8	-4%	16%	7%	6%[11.5 µM]	-14%
Cc1ccc(C)c(OCC(O)CNC2CCCC2)c1 (stereo not given)	9%	-1%	-6%	-1	-18%	33%	-9%	6%	-8%
COC(=O)Cc1c(C)c2ccc3c(c2oc1=O)CN(Cc1ccccc1OC)CO3	7%	-7%	-12%	-10	20%	·	14%	-2%	7%
COc1ccc(OC)c(-n2c(=S)[nH]c3cc(C(=O)N4CCC(C(N)=O)CC4)ccc3c2=O)c1	-1%	4%	-8%	8	-2%	0%	?	7%	-3%
CC(=O)Nc1ccc(NC(=O)CSc2ncnc3sc(C)c(C)c23)cc1	-3%	-7%	-3%	6	-1%	28%	98%[activator]	-1%	-8%
Cc1cccnc1NC(=O)CNC(=O)c1cccs1	·	·	-4%	-9	-9%	27%	25%	-10%	·
Cc1ccc(NC(=O)c2oc3ccccc3c2NC(=O)Cc2ccccc2)cc1	33%	-2%	-14%	·	-2%	·	33%[activator]	-2%	0%
Cc1nc([N+](=O)[O-])c(Sc2nc3ccccc3[nH]2)n1Cc1ccccc1	0%	-1%	-5%	-9	-1%	6%	8%	6%	1%
O=S(=O)(NCCC1=CCCCC1)c1c(Cl)cccc1Cl	·	·	-7%	1	-13%	-11%	-4%	1%	·
CCCCn1c(N)c(N(CC)C(=O)c2ccc(Cl)c([N+](=O)[O-])c2)c(=O)[nH]c1=O	11%	-1%	1%	-1	-11%	-8%	98%[activator]	0%	7%
Cc1ccc(CNC(=O)c2ccc(S(=O)(=O)N3CCCCC3)cc2)cc1	·	·	-14%	-10	-5%	11%	21%	-1%	·
Cc1nn(-c2ccccc2)cc1/C=N/NC(N)=S	-8%	-3%	-11%	-3	-12%	-7%	87%[activator]	-8%	5%
CC(=O)Nc1ccccc1C(=O)C(=O)Nc1ccc(C)c(F)c1	0%	1%	-27%	0	-15%	0%	32%[activator]	2%	-11%
Cc1ccc(NC(=O)CCCN2C(=O)c3cccc4cccc(c34)C2=O)cc1	38%	5%	-4%	-3	-5%	17%	118%[activator]	-3%	-5%
O=C(CO/N=C/c1ccc(OC(F)F)cc1)NC1CCCC1	25%	-4%	-7%	6	-3%	1%	-15%	4%	?

High-throughput results as filed in PubChem.
